Salmonella PhoP GFP – PhoP regulon inhibitors, Salmonella typhi PhoP promoter GFP reporter, confirmatory (AID 1850); Salmonella Typhi PhoP-promoter GFP reporter, fluorescence, 4 h; higher % means a stronger effect; one-dose inhibition, % at 50 µM; IC50 in µM for titrated hits; 0.33% of 310,000 active; in the data active = a potency from the dose series; inconclusive = inhibition mostly from about 25% at the one dose, without a potency; inactive = the rest, 99 in 100 with inhibition below about 19%;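 also: 0% = induced wells with vehicle and 100% = uninduced wells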
M. tuberculosis HTS – M. tuberculosis growth inhibition, HTS (AID 449762) | M. tuberculosis H37Rv growth inhibition, 7H9 media; higher % means a stronger effect | 0.59% of 330,000 active | one-dose inhibition, % at 25 µM; IC50 in µM for titrated hits; in the data active = a potency from the dose series; inconclusive = inhibition above about 70% without an active follow-up result;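 also: bacterial growth assessed after seven days of incubation; strong numbers were not always called active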
VEEV TC-83 Vero – inhibitors of VEEV TC-83 cytopathic effect, confirmation, Vero cells (AID 588727); one-dose inhibition, % at 20 µM; IC50 in µM for titrated hits; 0.13% of 350,000 active; Vero cells, VEEV TC-83 cytopathic effect inhibition; higher % means a stronger effect; in the data active = a potency from the dose series; inconclusive = inhibition mostly from about 14% at the one dose, without a potency; inactive = the rest, 99 in 100 with inhibition below about 12%; also: strong numbers were not always called active
influenza NS1A – NS1A inhibition, H1N1 influenza, cell based functional assay (AID 504329); NS1A functional cell-based assay, percent inhibition; higher % means a stronger effect; inhibition, % at 12.5 µM, or IC50 in µM where a hit was titrated; 0.3% of 340,000 active; in the data active = a potency from the dose series; inconclusive = inhibition above about 27% without an active follow-up result; also: strong numbers were not always called active
M. tuberculosis – growth inhibition of non-replicating M. tuberculosis (AID 488890); inhibition, % at 25 µM; hits with a dose series show IC50 in µM; Mycobacterium tuberculosis non-replicating, growth inhibition; higher % means a stronger effect; 0.39% of 320,000 active; in the data active = a potency from the dose series; inconclusive = inhibition mostly from about 82% at the one dose, without a potency; inactive = the rest, 99 in 100 with inhibition below about 76%;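 also: plate controls were DMSO cells for no effect and high antibiotic wells for full effect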
VEEV TC-83 Vero 10K pilot screen – also measured in VEEV TC-83 Vero; calls as there; inhibition, %; measured here: 10K pilot screen inhibition
* marks the source's active call; other numbers are inactive results; i = inactive; u = inconclusive; x = not tested or not shown. Random draw from the library. About 1.5% of those tested had a hit in this group.

SMILES	Salmonella PhoP GFP	M. tuberculosis HTS	VEEV TC-83 Vero	influenza NS1A	M. tuberculosis	others
C[C@H](OC(=O)NCc1ccc(C(F)(F)F)cc1)[C@@H]1O[C@@]2(C)CCC[C@@H]1O2	x	-4%	i	0%	-1%	VEEV TC-83 Vero 10K pilot screen=1.6
COc1cccc(NC(=O)N2CCCC2C(=O)NCC(C)C)c1 (centres undefined)	-2%	-1%	0.6%	8%	-4%
CCSc1nnc(NC(=O)CSc2nc3c(cc2C#N)CCCC3)s1	-1%	-3%	3.6%	-2%	9%
CC(C)CCNC(=O)C(c1ccco1)N(CC1CCCO1)C(=O)Cn1nnc2ccccc21 (centres undefined)	-17%	6%	1.8%	13%	8%
COc1ccc(C(=O)Nc2nc(CC(=O)NCCc3ccccc3)cs2)cc1	2%	56%	9.9%	-3%	24%
COc1ccc(-c2nonc2NC(=O)c2oc3ccccc3c2C)cc1OC	-26%	6%	0.1%	9%	14%
O=C(N/N=C/c1cc(Cl)cc([N+](=O)[O-])c1O)c1cccc(S(=O)(=O)N2CCOCC2)c1	x	x	1.7%	13%	x
Cc1ccc(CN2CCCN(Cc3ccccc3C)S2(=O)=O)cc1	7%	1%	0.1%	-11%	13%
CCOC(=O)C1CCN(C(=O)C2(NC(=O)Nc3cccc(F)c3)CCCCC2)CC1	9%	-2%	0.7%	0%	-1%
CC1(C)CC(=O)C=C(C(=O)NC2CCCc3c2cnn3-c2cc(F)cc(F)c2)O1 (centres undefined)	-7%	0%	2.2%	16%	-4%
Nn1c(SCC(=O)N2CCN(S(=O)(=O)c3ccc(Cl)cc3)CC2)nnc1-c1cccs1	-9%	0%	7.3%	-21%	14%
CC(C)(C)SCCNC(=O)CSc1ccccc1	-18%	-2%	i	5%	-12%
Nc1c(C(=O)NCc2ccco2)c2nc3ccccc3nc2n1Cc1ccccc1	-10%	15%	3.8%	-41%	43%
CC(=NCc1cccnc1)c1c(O)n(-c2ccccc2)c(=O)[nH]c1=O	1%	-4%	i	6%	7%
CSc1ccc(Cl)c(C(=O)OCC(=O)N2CCN(C(=O)c3ccco3)CC2)c1	x	0%	i	-3%	13%
CCOC(=O)C1=CN(C)C=C(C(=O)OCC)C1c1ccsc1	-6%	-7%	i	-9%	-1%
COc1ccc(S(=O)(=O)Cc2ccc(C(=O)N3CCN(c4ccccc4)CC3)o2)cc1	7%	-7%	8.7%	1%	25%
CCOC(=O)c1cccc(NC(=O)C2CCCN(S(=O)(=O)c3c(C)nn(C)c3C)C2)c1 (centres undefined)	13%	-2%	i	1%	30%
CC1CCC(O)(C(C(=O)O)c2ccccc2)CC1 (centres undefined)	x	x	1.4%	-15%	x
Cc1ccc(C)c(-c2nnc(NC(=O)Cc3ccc(F)cc3)o2)c1	8%	70%	2.3%	-7%	u
CN1C(=O)c2ccc(NC(=O)c3c(F)c(F)c(F)c(F)c3F)cc2C1=O	9%	-4%	i	-1%	1%
O=S(=O)(NCCC1=CCCCC1)c1ccccc1Br	x	x	0.1%	7%	x
COc1ccccc1CN1CCCC(C(=O)N(C)Cc2ccccc2)C1 (centres undefined)	x	x	0.1%	-4%	x
C[C@H]1CN([C@@H](C)CO)C(=O)c2cc(NC(=O)C3CCCCC3)ccc2O[C@H]1CN(C)Cc1ccc(-c2ccccc2)cc1	x	38%	0.5%	4%	60%
CC(C)(C)OC(=O)N1CCC(C(=O)Nc2cccc(C(=O)N3CCCCC3)c2)CC1	x	x	i	-12%	x
CSc1ccccc1C(=O)Nc1cc(C)cc(C)c1	2%	-7%	8.3%	-2%	5%
COC(=O)C1=C(C)Nc2nnnn2C1c1ccc(Cl)cc1Cl (centres undefined)	-17%	1%	3.7%	-19%	16%
COc1cccc(CNC(=O)C2CCN(S(=O)(=O)c3ccc(F)cc3)CC2)c1	x	x	i	3%	x
Cc1ccccc1NC(=O)C1C2CC/C=C\CCC21 (centres undefined)	-6%	-1%	0.5%	2%	7%
CCCCN(C(=O)Cc1cccs1)c1nnc(-c2cccnc2)s1	7%	7%	5.0%	2%	13%	VEEV TC-83 Vero 10K pilot screen=4.6
O=C(Cn1cnc2ccccc21)N/N=C/c1ccco1	-7%	-3%	i	-3%	21%
O=C1NC(=O)/C(=C/c2ccccc2Cl)N1	0%	6%	2.2%	-9%	8%
CC1CCCCC1NC(=O)C1CCC(CNS(=O)(=O)c2cccc3cccnc23)CC1 (centres undefined)	7%	-2%	i	0%	1%
Cc1nn(-c2ccccc2)c(C)c1NC(=O)COC(=O)c1cc(Cl)ccc1O	11%	-4%	2.2%	2%	34%
O=C1CCCN1CCCNS(=O)(=O)c1ccccc1	-2%	0%	0.8%	-6%	1%
CCCCCc1c(C)[nH]c2nc3ccccc3n2c1=O	-6%	2%	1.0%	-4%	4%
O=C(COC(=O)c1ccc2c(c1)C(=O)N(Cc1ccco1)C2=O)NCC(F)(F)F	-2%	3%	1.9%	9%	-11%
O=C(Cn1c(C(=O)O)cc2ccccc21)c1ccccc1	-6%	5%	3.9%	-9%	38%
OCCN1CCN(c2nc(-c3ccccc3)nc3c2oc2ccccc23)CC1	3%	u	10%	7%	u
CNC(=O)c1sc(SC)cc1-c1ccc(Cl)cc1	5%	-1%	6.0%	0%	0%
Cc1ccc(C2(C(F)(F)F)NC(=O)N3CCCN=C3S2)cc1 (centres undefined)	0%	-3%	0.2%	-5%	-1%
CCC1CCCN1Cn1cnc2c([nH]c3ccccc32)c1=O (centres undefined)	4%	4%	0.5%	5%	-3%
O=C(CSC(=S)N1CCCC1)N(Cc1nnc(-c2ccccc2Cl)o1)C1CC1	x	-2%	5.3%	-4%	3%
CCOc1ccc(NC(=O)c2ccco2)cc1	0%	34%	1.6%	-1%	37%
CN1CCN(c2nc(-c3cccs3)cc(C(F)(F)F)n2)CC1	0%	0%	3.4%	11%	-3%
CC(C)NC(=O)NC(=O)COC(=O)c1c2c(nc3ccccc13)CCC2	-4%	1%	9.5%	-6%	10%
C[C@@H]1CN(Cc2nc(-c3cnccn3)no2)C[C@H](C)O1	7%	3%	i	-6%	3%
Cc1csc(=O)n1CC(=O)OCC(=O)NCc1ccc(Cl)cc1Cl	-5%	-4%	1.9%	-9%	-18%
NS(=O)(=O)c1cccc(NC(=O)COC(=O)Cc2ccc(S(=O)(=O)N3CCCCC3)s2)c1	11%	12%	0.9%	-16%	3%
O=S1(=O)[C@H]2C[C@H](CO)O[C@@]2(CO)CN1Cc1ccc(-c2cccc(Cl)c2)cc1	x	x	0.3%	-20%	x
COc1ccc(C(=O)Nc2ccc(NC(=O)C3CC3)nc2)cc1	15%	5%	2.0%	5%	-15%
CNC(=O)C(Sc1ccccc1)c1ccccc1 (centres undefined)	-2%	4%	i	-2%	-3%
COc1ccc(N2C(=O)C3CCCN3C2c2cccc(F)c2)cc1Cl (centres undefined)	5%	-15%	i	16%	-13%	VEEV TC-83 Vero 10K pilot screen=1.9
CCN(Cc1ccc2c(c1)OCCO2)C(=O)CSc1nc(C)nc2sc(C)c(C)c12	x	6%	6.2%	-7%	35%
CCOC(=O)c1cnn(-c2ncnc3sc(CC)cc23)c1N	-27%	1%	2.1%	1%	6%
CSc1nc(C2CC2)cc(-c2cccs2)c1C#N	-9%	5%	8.7%	3%	10%
CC(C)N1C(=O)CC(Nc2cccc3cccc(N)c23)C1=O (centres undefined)	x	x	8.8%	2%	x
O=C(CSc1nnc(NC(=O)CN2CCOCC2)s1)Nc1ccccc1	8%	-7%	1.3%	-1%	-14%
Cc1cc(C)c(NC(=O)Cn2nnc(C(=O)NCc3ccco3)c2N)c(C)c1	8%	-5%	0.0%	-20%	1%
OC(C#CCN1CCCCC1)(c1ccccc1)c1ccccc1	3%	-11%	i	-6%	19%

Molecules above containing a tert-butyl group (2):
SMILES	Salmonella PhoP GFP	M. tuberculosis HTS	VEEV TC-83 Vero	influenza NS1A	M. tuberculosis	others
CC(C)(C)SCCNC(=O)CSc1ccccc1	-18%	-2%	i	5%	-12%
CC(C)(C)OC(=O)N1CCC(C(=O)Nc2cccc(C(=O)N3CCCCC3)c2)CC1	x	x	i	-12%	x

Next part:
SMILES	Salmonella PhoP GFP	M. tuberculosis HTS	VEEV TC-83 Vero	influenza NS1A	M. tuberculosis	others
S=c1[nH]nc(COc2ccccc2)n1/N=C/c1ccccc1Cl	-9%	10%	0.1%	19%	-5%
Clc1ncc(CN2CCN(Cc3ccccc3)CC2)s1	1%	18%	1.4%	1%	5%
CN(c1ccc(OCC(=O)OCC(=O)Nc2ccc(Br)cc2)cc1)S(=O)(=O)c1cccs1	12%	0%	0.2%	-8%	51%
O=C(c1ccc(Cl)cc1)c1cnc(-c2ccc(Cl)cc2)s1	-9%	7%	2.0%	-6%	19%
COc1ccc2sc(N(CCCN(C)C)C(=O)c3ccc(S(=O)(=O)N(C)C4CCCCC4)cc3)nc2c1	12%	12%	57%	12%	3%
CC(=O)Nc1c(-c2cc(=O)oc3cc(C)ccc23)oc2ccccc12	x	x	0.5%	-21%	x
C/C(=N\Nc1ccc([N+](=O)[O-])cc1)c1ccc(N2CCOCC2)cc1	-7%	-2%	i	-1%	-1%
Fc1ccccc1-c1nnc2ccc3ccccc3n12	-4%	5%	0.6%	-1%	6%
CCOC(=O)C1CCN(C2=C(NS(=O)(=O)c3ccc(Cl)cc3)C(=O)c3ccccc3C2=O)CC1	1%	12%	1.4%	-27%	12%
NC(=O)c1cnn2c1NC(c1ccc(F)cc1)CC2C(F)(F)F (centres undefined)	1%	-13%	1.1%	1%	-2%
Cc1nc(Cl)c(Cl)n1CCOc1ccccc1	9%	-2%	i	x	4%
Cc1ccc(C(=O)Nc2cc(C(F)(F)F)ccc2-n2cncn2)o1	x	-8%	0.2%	-6%	8%
Brc1cccc(OCCN2CCOCC2)c1	7%	-3%	i	5%	-15%
O=C(NCc1cc([N+](=O)[O-])ccc1O)c1cccnc1Sc1ccccc1	-7%	-4%	6.2%	1%	7%
CCOc1ccc(NC(=O)c2ccc(NC(=O)COC(=O)Cc3ccccc3)cc2)cc1	-3%	9%	0.4%	10%	18%
Cc1ccc2oc(=O)c3cnn(CC(=O)N(CCC(C)C)Cc4ccco4)c3c2c1	3%	-10%	6.9%	-11%	-27%
CCCc1nnc(SCC(=O)N2CCCCC2C)n1CCOC (centres undefined)	3%	-5%	0.4%	-5%	2%
CC(=O)Nc1c(N)c2ccccc2oc1=O	-4%	-1%	0.7%	-2%	-12%
COc1ccc(NC(C)=O)cc1NC(C)C(=O)Nc1ccc(F)c(F)c1F (centres undefined)	-7%	-4%	1.5%	9%	-10%
c1coc(CNCC2OCCc3ccccc32)c1 (centres undefined)	0%	-6%	0.4%	-6%	28%

Retrieved by structure from the entries so far, 2 records:
SMILES	Salmonella PhoP GFP	M. tuberculosis HTS	VEEV TC-83 Vero	influenza NS1A	M. tuberculosis	others
O=C(NCc1cc([N+](=O)[O-])ccc1O)c1cccnc1Sc1ccccc1	-7%	-4%	6.2%	1%	7%
Cc1nc(Cl)c(Cl)n1CCOc1ccccc1	9%	-2%	i	x	4%

Compounds from the list above with a nitro group on carbon (3):
SMILES	Salmonella PhoP GFP	M. tuberculosis HTS	VEEV TC-83 Vero	influenza NS1A	M. tuberculosis	others
O=C(N/N=C/c1cc(Cl)cc([N+](=O)[O-])c1O)c1cccc(S(=O)(=O)N2CCOCC2)c1	x	x	1.7%	13%	x
C/C(=N\Nc1ccc([N+](=O)[O-])cc1)c1ccc(N2CCOCC2)cc1	-7%	-2%	i	-1%	-1%
O=C(NCc1cc([N+](=O)[O-])ccc1O)c1cccnc1Sc1ccccc1	-7%	-4%	6.2%	1%	7%

Other records follow.
SMILES	Salmonella PhoP GFP	M. tuberculosis HTS	VEEV TC-83 Vero	influenza NS1A	M. tuberculosis	others
Cc1ccc(C(=O)N/C(=C\c2ccc(-c3ccccc3[N+](=O)[O-])o2)C(=O)NCCN(C)C)cc1	3%	1%	i	7%	19%
Cc1cccc(NC(=O)Nc2ccc(S(=O)(=O)Nc3onc(C)c3C)cc2)c1	x	-16%	0.1%	-12%	-5%
CC(C)C(C(=O)NCC1CCCO1)N(C(=O)CNS(=O)(=O)c1ccccc1)c1ccc(F)cc1 (centres undefined)	-27%	3%	2.6%	0%	-6%
COc1ccc(CNC(=O)CCn2ccc3cc(S(=O)(=O)N4CCCC4)ccc32)cc1	-10%	1%	0.3%	-1%	15%
Cc1cc(C)nc(NC(=O)c2cc3ccccc3o2)n1	3%	-8%	0.0%	3%	37%
CCn1c(=N)n(CC(=O)C23CC4CC(CC(C4)C2)C3)c2ccccc21	-13%	6%	0.6%	23%	30%
Cc1ccc([N+](=O)[O-])cc1N/C=C1\CCCCC1=O	4%	-5%	i	-3%	8%
COc1cccc(NC(=O)Cn2nnc(C(=O)NCc3cccs3)c2N)c1	7%	-1%	2.1%	-6%	-2%

High-throughput results deposited in PubChem BioAssay by Southern Research Specialized Biocontainment Screening Center.
